OPRM1-OPRD1 inv = inverse agonist of human OPRM1-OPRD1 heterodimerization; cell-based MOR-DOR heterodimer luminescence, inverse agonism; P35372+P41143; 340,000 compounds, 0.21% hits; inhibition, % at 9.3 µM; in the data active = inhibition above about 22%, passing the limit was not always enough;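 note: 0% = cells with DMSO and 100% = wells without cells with DMSO; values of inactives mirror those of a sister screen read the other way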
Target sequence (P35372 whole entry, looked up): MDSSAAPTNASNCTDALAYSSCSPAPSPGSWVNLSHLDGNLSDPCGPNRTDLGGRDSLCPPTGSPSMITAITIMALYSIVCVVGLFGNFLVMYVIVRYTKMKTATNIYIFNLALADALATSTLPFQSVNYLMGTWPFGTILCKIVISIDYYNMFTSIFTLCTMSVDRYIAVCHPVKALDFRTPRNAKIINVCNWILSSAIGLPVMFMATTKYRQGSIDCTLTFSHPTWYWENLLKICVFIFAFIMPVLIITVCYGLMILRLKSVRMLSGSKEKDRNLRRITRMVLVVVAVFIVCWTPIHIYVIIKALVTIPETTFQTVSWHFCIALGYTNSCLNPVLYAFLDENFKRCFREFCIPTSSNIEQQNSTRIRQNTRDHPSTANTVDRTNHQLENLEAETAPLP
Target sequence (P41143 whole entry, looked up): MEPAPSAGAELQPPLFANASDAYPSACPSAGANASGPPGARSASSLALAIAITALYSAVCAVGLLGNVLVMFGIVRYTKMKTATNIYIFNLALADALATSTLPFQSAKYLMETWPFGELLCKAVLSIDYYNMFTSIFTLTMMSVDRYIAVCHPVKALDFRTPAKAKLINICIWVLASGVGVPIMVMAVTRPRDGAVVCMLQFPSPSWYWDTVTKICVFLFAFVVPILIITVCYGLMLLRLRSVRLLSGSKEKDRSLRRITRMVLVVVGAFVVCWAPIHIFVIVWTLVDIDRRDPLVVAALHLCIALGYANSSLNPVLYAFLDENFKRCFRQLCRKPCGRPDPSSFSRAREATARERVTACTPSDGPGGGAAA
PfHsp90 set2 = growth inhibition of yeast expressing Plasmodium Hsp90. inhibition, % at 9.4 µM. 310,000 compounds, 0.32% hits. S. cerevisiae expressing PfHsp90, BacTiter-Glo ATP, 48 h; yeast lacking PDR1 and PDR3 efflux regulators;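 active = every replicate shows inhibition above about 80%, whatever the replicate mean, limit read from the data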;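 note: 0% = DMSO neutral controls and 100% = 20 µM radicicol positive controls; yeast relying on Plasmodium falciparum Hsp90 in place of its own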
phage Ecoli inh = E. coli growth loss with phage present. growth absorbance. inhibition, % at 11.9 µM. 360,000 compounds, 0.26% hits. AID 651602; in the data active = inhibition above about 11%
AddAB inh = less growth of phage-infected E. coli with AddAB. E. coli expressing H. pylori AddAB, absorbance growth. inhibition, % at 11.9 µM. 330,000 compounds, 0.29% hits; in the data active = inhibition above about 12%;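 note: 0% = vehicle wells of infected cells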
Arrestin-AP2 inh = inhibitors of human beta-arrestin and AP2 interaction; FITC-arrestin peptide / GST-AP2 beads, flow cytometry; AP2 beta2 appendage carries R879A mutation; inhibition, % at 10 µM; 340,000 compounds, 0.31% hits; AID 504490;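 active = inhibition above a set limit, near 3 SD of compounds lacking own fluorescence, cut at about 54% in these data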;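 note: plate controls were DMSO wells for no effect and 5 µM unlabelled arrestin peptide for full effect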
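System: GST-AP2 R879A glutathione beads; medium: PBS, Tween 20 0.05%, BSA 0.1%; reagent: fluorescein-tagged arrestin peptide at 50 nM final; schedule: pre-incubation 12 min, peptide binding 1 h, room temperature; detection: flow cytometry, FL1 (488/535 nm); read-out: inhibition as reduced fluorescein signal on beads, percent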
Pemphigus Ab inh = blocks pemphigus antibody binding to human desmoglein-3; DSG3-coupled beads, scFv-anti-DSG3-GFP binding, flow cytometry; hits give low values; AID 588358; binding (percent of control), % at 10 µM; 310,000 compounds, 0.48% hits;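 active = binding more than 3 SD below its plate's average and above zero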;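 note: hits lower antibody fragment binding to DSG3; some compounds called inactive have numbers as strong as hits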
Mot1-301 SUMO = inhibitors of SUMOylation pathway: yeast Mot1-301 growth rescue | S. cerevisiae Mot1-301 growth rescue, ATP luminescence, 38.5C; percent above DMSO median, 100 means doubled | growth rescue, % at 18.8 µM | 320,000 compounds, 1% hits | AID 2716;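 active = every valid replicate shows activation above 250% relative to neutral control wells; inactive = the rest, any valid replicate at or below 250%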;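 note: OY570 slx delta 5 strain wells were the positive control but not used for scaling; some compounds called inactive have numbers as strong as hits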
E coli growth = bacterial growth inhibition, counter-screen for AddAB inhibitors; E. coli V3065 growth, OD600 absorbance, 18 h; inhibition, % at 11.9 µM; 330,000 compounds, 0.27% hits; AID 449728;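 active = inhibition above the campaign's mean inhibition across all tested compounds plus 3 SD, cut at about 9.9% in these data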;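 note: uninfected addAB+ strain grown without phage in ampicillin broth; 0% = DMSO wells and 100% = ciprofloxacin 0.95 µg/ml wells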
PKA-R1A activ = activators of PKA-R1A complex; P00514+P68181; PKA-R1A dissociation, Cy5-IP20 fluorescence polarization; scaled: DMSO 0%, 113 µM cGMP 100%; activation, % at 11.4 µM; 340,000 compounds, 0.083% hits;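 active = percent activation above the mean of all tested compounds plus 3 SD, cut at about 19% in these data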;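 note: higher means more PKAc released from R1A so a rise in polarization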
OPRM1-OPRD1 ag = OPRM1-OPRD1 heterodimerization agonism; P35372+P41143; cells, luminescence; activation, % at 9.3 µM; 340,000 compounds, 0.3% hits; AID 504326; in the data active = activation above about 18%;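 note: 0% = vehicle-treated cells and 100% = reference agonist; values of inactives mirror those of a sister screen read the other way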
Tat export inh = E. coli Tat transport inhibition; E. coli MC4100 TorA-mCherry Tat export, fluorescence; 340,000 compounds, 0.036% hits; inhibition, % at 10 µM;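 active = mean replicate inhibition at least 50% and at least half of replicates individually reaching 50%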;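 note: exported cargo escapes ClpAP degradation while cytoplasmic cargo is degraded and loses fluorescence; 0% = median of neutral control wells and 100% = median of NaSCN control wells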
The depositor's hits bear a star; x = not tested or not shown.

SMILES | OPRM1-OPRD1 inv | PfHsp90 set2 | phage Ecoli inh | AddAB inh | Arrestin-AP2 inh | Pemphigus Ab inh | Mot1-301 SUMO | E coli growth | PKA-R1A activ | OPRM1-OPRD1 ag | Tat export inh
CCCCC(CCc1ccccn1)C(=O)c1ccccc1 (stereo unspecified) | 17 | 25 | 1.5 | x | -16 | x | x | x | 6 | -3.5 | 5
CC(=O)O[C@]1(C(C)=O)CC[C@H]2[C@@H]3C=CC4=CC(=O)C=C[C@]4(C)[C@H]3CC[C@@]21C | 22 | -11 | 2.0 | 3.0 | -2 | 87 | 18 | 1.5 | 1 | -4.8 | 3
O=C(C1CCCN(Cc2ccccc2)C1)N1CCc2ccccc2C1 (stereo unspecified) | 1 | x | 1.9 | 1.1 | -3 | 101 | 70 | 1.4 | 1 | -0.2 | 22
Cc1cccc(NS(=O)(=O)c2ccc(NS(=O)(=O)c3cccs3)cc2)c1 | -12 | -7 | 4.7 | 6.0 | 2 | 108 | 242 | -0.1 | -1 | 1.6 | 11
CCCCc1ccc(NC(=O)Cn2c(=O)c(N3CCCCC3)c(N)n(C)c2=O)cc1 | -10 | 14 | 3.6 | -0.1 | 1 | 99 | 1 | -0.6 | 4 | 2.2 | -1
COc1ccc(/C=N/NC(=O)CC(=O)NCc2cccnc2)cc1 | -6 | 7 | -0.1 | -0.6 | 19 | 102 | 34 | 0.2 | -4 | 1.1 | -5
O=C1c2ccccc2C(=O)N1CN(C(=O)COc1ccccc1)c1ccc(F)cc1 | 19 | 0 | 2.1 | 0.0 | 8 | 98 | -12 | 0.1 | -5 | -3.6 | -5
COc1cc2ccccc2cc1C(=O)Nc1ccc(N2CCOCC2)cc1 | 2 | -26 | 0.4 | 1.0 | -10 | 111 | 4 | -0.4 | 3 | -0.3 | 0
CC(C)CCSc1ncnc2c1oc1nc3c(cc12)COC(C)(C)C3 | 6 | 18 | 1.2 | -1.5 | -3 | 97 | x | -2.2 | -9 | -1.0 | 6
CCCCOC1CC(c2ccc(OCc3ccc(OC)cc3)c(OC)c2)N(C)O1 (stereo unspecified) | 1 | -41 | 3.6 | 3.4 | 11 | 100 | -13 | -0.5 | 4 | -0.1 | -2
COC(=O)c1ccc(-c2noc(CN(Cc3ccccn3)CC3CCCO3)n2)cc1 (stereo unspecified) | 2 | 6 | 2.0 | 1.6 | 8 | 107 | 9 | -0.9 | 8 | -0.3 | -3
Cc1noc(C)c1COC(=O)c1cc(C)n(-c2ccccc2)c1C | -24 | x | 1.2 | 1.2 | 13 | x | 25 | -0.6 | 5 | 4.0 | 8
CN(C(=O)c1cccc(NC(=O)Cc2ccc(NC(=O)C3CCCN(C(=O)C4CC4)C3)cc2)c1)C1CC1 (stereo unspecified) | 7 | 0 | 1.2 | x | 40 | 108 | x | x | -5 | -1.6 | 3
COc1ccc(Br)cc1/C=N/Nc1cccc(C(=O)O)c1 | 15 | -13 | 1.5 | 1.4 | 27 | 97 | 8 | -3.4 | -1 | -3.0 | -4
O=[N+]([O-])C(/C=C(/Cl)[N+](=O)[O-])=C(N1CCCCC1)N1CCCCC1 | -14 | 10 | 1.9 | -1.0 | -1 | x | 68 | -1.2 | 1 | 2.8 | 2
O=C(Cc1cccs1)N1CCN(S(=O)(=O)c2ccccc2)CC1 | 11 | -23 | -1.2 | 4.6 | 9 | 99 | -7 | 2.1 | -5 | -2.2 | 5
NS(=O)(=O)c1ccc(CNC(=O)CCCSc2ccccc2)cc1 | -3 | 8 | 1.1 | 2.9 | 22 | x | 9 | -3.3 | -2 | 0.4 | 0
COc1ccc(CC(=O)OCCN(C)C)cc1 | 7 | 3 | 2.0 | 0.0 | 14 | 76 | -25 | 0.3 | 11 | -1.4 | -9
Cc1ccc2c(n1)sc1c(-c3ccccc3)c(C#N)c(N)nc12 | 7 | 10 | -0.6 | 1.6 | 9 | 99 | 11 | -1.7 | -1 | -1.3 | 1
c1ccc(Cn2nnnc2CN2CCN(c3ncccn3)CC2)cc1 | 7 | -3 | -0.2 | -2.8 | 0 | 105 | -16 | -2.2 | 1 | -1.2 | -3
COc1ccc(NC(=O)C2C3CCC(C3)C2C(=O)O)cc1OC (stereo unspecified) | -3 | 11 | 1.6 | -0.2 | 10 | 99 | 143 | 1.3 | -7 | 0.5 | -9
OCC(O)CN1CCCC1 (stereo unspecified) | x | x | 1.6 | -0.4 | 16 | 111 | 13 | -2.2 | x | x | x
Fc1ccc(F)c(NC2=NCCCCC2)c1 | 1 | 24 | 0.3 | 3.6 | 0 | 94 | 12 | 0.1 | -4 | -0.2 | -2
CN(C)C(CNC(=O)c1cccc(C#N)c1)c1ccco1 (stereo unspecified) | 1 | 4 | 2.3 | 4.5 | 24 | 102 | 0 | -0.1 | -4 | -0.3 | 0

Entries of single compounds, quoted from the list. Screens in order: OPRM1-OPRD1 inv	PfHsp90 set2	phage Ecoli inh	AddAB inh	Arrestin-AP2 inh	Pemphigus Ab inh	Mot1-301 SUMO	E coli growth	PKA-R1A activ	OPRM1-OPRD1 ag	Tat export inh
Record of `Cc1ccc2c(n1)sc1c(-c3ccccc3)c(C#N)c(N)nc12` = 7	10	-0.6	1.6	9	99	11	-1.7	-1	-1.3	1
Record of `OCC(O)CN1CCCC1` (stereo unspecified) = x	x	1.6	-0.4	16	111	13	-2.2	x	x	x

Next part
SMILES | OPRM1-OPRD1 inv | PfHsp90 set2 | phage Ecoli inh | AddAB inh | Arrestin-AP2 inh | Pemphigus Ab inh | Mot1-301 SUMO | E coli growth | PKA-R1A activ | OPRM1-OPRD1 ag | Tat export inh
O=C(COC(=O)c1ccc(O)cc1O)NC1CCCCCC1 | 3 | 5 | 5.3 | 1.4 | 36 | 98 | x | -0.3 | -7 | -0.6 | -8
COc1ccc(NC(=O)c2ccccc2NC(=O)C2CCCO2)cc1 (stereo unspecified) | 9 | 10 | -0.8 | 1.1 | 27 | 99 | -5 | 1.9 | 1 | -1.5 | -3
Cc1ccc(-c2cc(C(=O)N/N=C/c3ccc(F)cc3)n[nH]2)o1 | -3 | -47 | 3.0 | 1.6 | -29 | 105 | -2 | 2.5 | -7 | 0.6 | -3
Cc1cccc(OCC(=O)NCCNC(=O)c2cccnc2)c1 | 6 | -12 | 3.6 | 5.0 | 6 | 101 | 220 | 2.2 | -3 | -0.9 | 6
CC[C@]12c3[nH]c4ccc(OC)cc4c3CCN1C(=O)C(CC(=O)NCc1ccco1)C[C@@H]2C(=O)N1CCN(C(=O)C2CC2)CC1 (stereo partly specified) | 13 | 1 | 0.9 | 0.9 | 4 | 105 | x | -0.2 | -10 | -2.7 | -4
COCc1[nH]nc2c1C(c1cc(OC)c(O)c(OC)c1)C(C#N)=C(N)O2 (stereo unspecified) | -7 | -43 | 3.9 | 0.6 | 6 | 109 | 20 | -0.9 | -5 | 1.2 | -2
CC1CCCC(NS(=O)(=O)c2ccc3c(c2)OCCO3)C1C (stereo unspecified) | -7 | 0 | 0.9 | 3.0 | 14 | 96 | 162 | -1.2 | -1 | 1.1 | -4
C=CCC(=O)N1CCC(n2nccc2NC(=O)CCOc2ccccc2)CC1 | 22 | 20 | 0.4 | 3.0 | -5 | 103 | 95 | 2.7 | -8 | -6.8 | -6
COc1ccc(NC(=O)CCNC(=O)Cn2ccc3ccccc3c2=O)cc1Cl | 1 | -7 | -1.2 | 2.1 | 1 | x | -1 | 2.5 | 7 | -0.1 | -5
O=C(Cc1ccsc1)NNC(=O)c1ccccc1Cl | -5 | x | 3.2 | 2.2 | 7 | 97 | -6 | 1.2 | -6 | 1.0 | -6
COc1cc(CC(=O)Nc2cc(S(C)(=O)=O)ccc2Cl)cc(OC)c1OC | 5 | -1 | 2.1 | -1.6 | 42 | 93 | 7 | -0.7 | -4 | -0.9 | 4
Cc1cc(-c2ccccc2)n(-c2ccc(C(=O)N3CCN(c4ncccn4)CC3)cc2)n1 | 7 | -17 | 0.3 | 0.4 | 10 | 101 | 15 | -2.3 | -7 | -1.4 | 2
CN(Cc1ccccc1)CC(O)COc1ccc(CNCCCOc2cccnc2)cc1 (stereo unspecified) | -15 | -15 | 4.0 | 1.6 | 8 | 97 | 0 | 2.0 | 3 | 2.9 | -4
COC(=O)c1c(NC(=O)CN2C(=O)C(=O)N(CC(C)C)C2=O)sc2c1CCCCC2 | -7 | -15 | 1.4 | 1.1 | -3 | 78 | -14 | 0.1 | -6 | 1.3 | -1
COc1ccc(CCN(C)C(=O)CSc2nc3ncc(Cl)cc3[nH]2)cc1OC | 4 | 13 | 2.1 | 1.3 | 23 | 102 | -5 | 3.5 | -12 | -0.9 | -7
Fc1ccc(-c2nc3c(-c4ccc(F)cc4)cnn3cc2CCN2CCOCC2)cc1 | 11 | x | 1.9 | 0.7 | -14 | 111 | 8 | 0.6 | -2 | -2.2 | -2
NC(=O)C1(N2CCCCC2)CCN(C(=O)CSc2nc(C(F)(F)F)cc(=O)[nH]2)CC1 | 10 | 13 | 3.2 | 0.7 | -2 | x | 64 | 1.1 | -12 | -2.4 | -5
NC(=O)C1CCN(C(=O)c2cccc(S(=O)(=O)N3CCc4ccccc4C3)c2)CC1 | 7 | 24 | 0.6 | 0.9 | 22 | 100 | 1 | 2.0 | -4 | -1.4 | -4
CN1C(=O)Cn2c1nc1ccccc12 | x | -14 | 3.3 | -0.6 | 8 | 99 | 5 | -0.7 | -1 | x | -5
Cc1ccc(C(=O)Nc2ccccc2Oc2ccccc2)cc1[N+](=O)[O-] | -1 | 2 | 1.0 | 0.3 | -2 | 104 | -14 | 0.4 | -10 | 0.2 | 3
COc1ccc(C2C(C#N)=C(N)Oc3cc(C)n(CCN4CCOCC4)c(=O)c32)cc1OC (stereo unspecified) | -19 | 0 | 3.0 | 1.8 | 21 | 108 | 7 | 1.9 | 13 | 3.3 | 1
COc1ccc(C(=O)N2CCC(C(=O)Nc3ccc4c(c3)OCO4)CC2)cc1 | 2 | 10 | 2.2 | 0.7 | -1 | 101 | -10 | 1.1 | -2 | -0.2 | 2
Cc1cc(/C=C2\SC(=S)NC2=O)c(C)n1C | 14 | -4 | 0.5 | 0.4 | 1 | 98 | 11 | 1.9 | -9 | -2.4 | 1
Cc1ccc2c(cnn2C(=O)CCC(=O)NC2CCCC2)c1 | 7 | -6 | 0.9 | -0.5 | 4 | 53* | 188 | 1.2 | -1 | -1.3 | -6
N#C/C(=C/C1=C(N2CCOCC2)C(=C/c2ccc(Cl)cc2Cl)/CC1)C(=O)Nc1ccccc1F | 16 | -2 | 3.2 | x | 6 | x | x | x | -1 | -3.2 | 4
CCOc1ccc(N)c(SSc2cc(OCC)ccc2N)c1 | 4 | 5 | 0.1 | -0.6 | 9 | 120 | -2 | 0.7 | -11 | -0.9 | -2
CCCCOC(=O)Nc1cccc(C(C)=O)c1 | 10 | 17 | 2.8 | -1.4 | -3 | 98 | -11 | -1.1 | -7 | -1.9 | -14
COc1nc(N)nc2c1ncn2C1OC(CO)CC1O (stereo unspecified) | 10 | -33 | 2.5 | x | 2 | x | x | x | 8 | -2.1 | 0
